Source: PubChem BioAssay (Sanford-Burnham Center for Chemical Genomics)
hIAP activ: increases human intestinal alkaline phosphatase activity; hit rate 0.16% among 330,000; P09923; activation factor at 10 µM; purified human IAP, CDP-Star luminescence, 30 min; hits give high values; 1 = vehicle-only enzyme, 0 = enzyme-free background;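 active = activation factor of the enzyme at least 2-fold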; also: the source names both 10 and 20 µM as test concentration; values of inactives mirror those of a sister screen read the other way
Target sequence (P09923 whole entry, looked up): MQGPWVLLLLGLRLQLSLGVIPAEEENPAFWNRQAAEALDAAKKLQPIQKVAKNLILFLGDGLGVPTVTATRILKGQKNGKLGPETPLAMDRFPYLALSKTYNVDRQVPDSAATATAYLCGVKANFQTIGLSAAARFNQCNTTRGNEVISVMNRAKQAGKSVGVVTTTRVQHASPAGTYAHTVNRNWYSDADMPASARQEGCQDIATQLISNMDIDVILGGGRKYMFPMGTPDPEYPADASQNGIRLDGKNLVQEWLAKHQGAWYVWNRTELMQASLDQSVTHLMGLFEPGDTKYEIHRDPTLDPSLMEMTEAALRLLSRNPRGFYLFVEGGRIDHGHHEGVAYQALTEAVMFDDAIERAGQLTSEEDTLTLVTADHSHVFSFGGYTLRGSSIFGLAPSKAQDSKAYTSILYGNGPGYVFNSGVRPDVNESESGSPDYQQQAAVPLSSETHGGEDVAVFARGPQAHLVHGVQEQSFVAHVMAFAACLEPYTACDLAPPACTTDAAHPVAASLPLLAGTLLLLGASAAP
beta cell repl: inducers of beta-cell replication in MIN6 cells. proliferation, % at 10 µM. hit rate 0.29% among 330,000. MIN6 cells proliferation, ATPlite luminescence, 48 h; cells starved in 0.2% serum; 100% = growth in 10% serum. AID 2380;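 active = compounds whose signal lies at least 3.5 SD above the mean of all wells on their plate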;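 also: 0% = DMSO-treated cells in low-serum medium and 100% = 10% serum control; some compounds called inactive have numbers as strong as hits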
APOBEC3G inh: inhibitors of human APOBEC3G DNA deaminase; Q9HC16; recombinant A3G, ssDNA deamination FAM/TAMRA fluorescence; inhibition, % at 20 µM; hit rate 0.28% among 330,000; AID 493012;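 active = inhibition of at least 40% at 20 µM, with no more than 30% in the related APOBEC3A deaminase screen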;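 also: plate controls were DMSO wells with A3G for no effect and wells lacking A3G enzyme for full effect; some compounds called inactive have numbers as strong as hits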
mIAP act: mouse IAP activation; hit rate 0.24% among 330,000; muIAP, CDP-Star luminescence, 30 min; hits give high values; 1 = vehicle-only enzyme signal, 0 = enzyme-free wells; AID 2805; activation factor at 10 µM;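 active = activation factor of at least 2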; also: the source names both 10 and 20 µM as test concentration; values of inactives mirror those of a sister screen read the other way
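Assay system: mouse IAP enzyme / Compound: DMSO-dissolved test compounds / Timing: 30 min, room temperature / Measured by: luminescence from enzymatic CDP-Star hydrolysis / Control set: DMSO-only wells, enzyme-free buffer wells as negative control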
ATG4B inh: inhibitors of human ATG4B cysteine protease; Q9Y4P1; ATG4B cleavage of LC3-PLA2, NBD-HPC fluorescence, 1 h; inhibition, % at 8.33 µM; hit rate 0.51% among 340,000; AID 504462; in the data active = inhibition above about 40%
MPTP inh: blocks calcium-induced mitochondrial swelling | inhibition, % at 10 µM | AID 602449 | isolated mouse mitochondria, Ca2+ swelling absorbance, 30 min | hit rate 1.4% among 360,000;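 active = inhibition of 50% or more, scaled per plate between neutral and stimulator controls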;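 also: 0% = DMSO wells given calcium and 100% = 1 mM EGTA wells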
A3A deaminase: blocks human APOBEC3A ssDNA deamination | P31941 | recombinant A3A, FAM/TAMRA ssDNA deamination fluorescence | inhibition, % at 20 µM | hit rate 0.41% among 330,000;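 active = at least 40% inhibition at 20 µM here, with at most 30% in a related deaminase screen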;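 also: plate controls were A3A with DMSO for no effect and wells lacking A3A enzyme for full effect; some results filed as inactive read as strong as hits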
Target sequence (P31941 whole entry, looked up): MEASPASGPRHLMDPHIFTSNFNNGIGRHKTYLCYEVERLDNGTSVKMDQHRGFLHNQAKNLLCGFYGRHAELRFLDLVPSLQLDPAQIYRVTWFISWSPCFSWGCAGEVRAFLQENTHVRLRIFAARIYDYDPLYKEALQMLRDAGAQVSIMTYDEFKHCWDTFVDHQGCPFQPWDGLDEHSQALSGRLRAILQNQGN
hIAP inh: human IAP inhibition. P09923. purified IAP, CDP-Star luminescence, 30 min. inhibition, % at 10 µM. hit rate 0.12% among 330,000;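 active = inhibition reaching a set limit with compound at 10 µM in the primary screen, cut at about 35% in these data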;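 also: plate controls were DMSO wells with enzyme for no effect and no-enzyme buffer wells for full effect; values of inactives mirror those of a sister screen read the other way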
mIAP block: blocks mouse intestinal alkaline phosphatase; purified mouse IAP, CDP-Star luminescence, 30 min; inhibition, % at 10 µM; hit rate 0.2% among 330,000;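 active = inhibition of at least 40% at 10 µM in the primary screen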;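 also: plate controls were DMSO with enzyme for no effect and no enzyme wells for full effect; values of inactives mirror those of a sister screen read the other way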
Starred values were filed as active, the others as inactive; / = no result given.

entry	smiles	A3A deaminase	mIAP act	hIAP activ	hIAP inh	MPTP inh	beta cell repl	ATG4B inh	APOBEC3G inh	mIAP block
1	C1=CCC(CN2CCNCC2)CC1 (stereo not given)	-1.6	1.04	1.09	-9.2	0.7	3.1	-2.6	0.1	-4.1
2	O=C(Cc1cccs1)N/N=C/c1ccco1	-0.6	0.931	0.993	0.7	1.5	4.4	8.3	-7.7	6.9
3	CCC(=O)c1ccc(N2CCC(C)CC2)c(F)c1	-2.2	0.989	0.923	7.7	-0.4	-1.4	2.1	-0.9	1.1
4	COC(=O)c1ccc(NC(=O)CS(=O)(=O)c2ccccc2)cc1	2.6	0.943	0.967	3.3	0.4	-0.9	-1.7	-6.5	5.7
5	Cc1ccc(-n2c3c(cc(C(=O)NCc4ccco4)c2=O)C(=O)CCC3)cc1	1.1	0.981	0.951	4.9	-0.1	-2.9	-0.9	-1.6	1.9
6	CC1CCN(C(=O)c2[nH]cnc2C(=O)N[C@@H](C)c2ccccc2)CC1	-1.4	1.05	1.51	-50.6	0.9	-2.4	5.8	-8.2	-5.0
7	Cc1ccc(Nc2nc(C)cc(C)n2)c(Br)c1	0.4	1	0.837	16.3	3.8	-1.4	-1.0	-2.2	-0.1
8	Cc1ccc(CNC(=O)CCS(=O)(=O)c2ccc(Br)s2)o1	-3.1	0.919	0.858	14.2	-2.3	0.2	-9.8	-7.3	8.1
9	Cc1ccc(S(=O)(=O)Nc2c(C)nc3nc(C)[nH]n3c2=O)c(C)c1	0.2	1	1.02	-2.2	0.3	0.0	0.4	-6.5	-0.4
10	CCOc1ccc(C2C(C(=O)c3cccs3)=C(O)C(=O)N2CCCn2ccnc2)cc1 (stereo not given)	2.4	1.05	1.04	-4.3	/	0.0	-6.8	0.1	-4.7
11	O=C(/C=C/c1ccc2c(c1)OCO2)Nc1nc(-c2ccc(F)cc2)cs1	-0.3	0.997	0.99	1.0	/	0.0	/	-1.8	0.3
12	CCN1CCN(C(=O)C2=C(C(=O)O)CCCC2)CC1	1.0	1.01	1.04	-4.0	-1.1	1.2	-0.2	-4.2	-1.1
13	C=CCOC(=O)C1=C(C)N=C2SCCC(=O)N2C1/C=C/c1ccccc1OC (stereo not given)	-1.9	0.831	0.899	10.1	-1.3	-2.5	-1.6	-2.1	16.9
14	CCOc1ccc(NC(=O)CN(C)C(=O)c2c(-c3c(F)cccc3Cl)noc2C)cc1OCC	-3.5	1.11	1.17	-17.3	-0.3	-2.8	-8.3	0.8	-11.4
15	CCOC(=O)c1c(NC(=O)c2ccccc2Br)sc2c1CCc1ccccc1-2	3.2	0.817	0.945	5.5	1.9	-0.3	11.7	46.1*	18.3
16	O=C(NCCOc1ccccc1Cl)C(=O)NCCOc1ccccc1Cl	12.0	1.11	1.04	-3.6	0.3	-1.9	5.2	-7.5	-11.2
17	COc1cc(N2C(=O)NC3CC2(C)Oc2ccccc23)cc(OC)c1OC (stereo not given)	-2.0	1.01	1.14	-13.5	-5.9	-1.4	-7.4	-7.6	-1.0
18	O=C(N1CCOCC1)n1nnc2ccccc21	-2.3	1.05	0.984	1.6	1.2	0.8	2.3	-5.9	-5.5
19	CCOC(=O)N1CCN(S(=O)(=O)c2cc(Cl)c(OC)cc2Cl)CC1	0.2	1.05	0.959	4.1	-0.9	0.0	-7.9	-3.8	-5.0
20	Cc1cccc(C(=O)C2CCOC(C)(C)C2)c1 (stereo not given)	3.6	1.05	0.951	4.9	0.6	2.2	-4.5	3.6	-5.5
21	O=C(Nc1nnc(C2CCCCC2)s1)c1ccc(Br)s1	5.3	0.881	0.934	6.6	2.1	2.1	0.9	-5.5	11.9
22	CCCCCCCCCCCC(=O)NC(C(=O)OCC)C(O)c1cccc([N+](=O)[O-])c1 (stereo not given)	0.6	0.968	1.16	-15.7	49.7	-6.6	-8.1	-0.7	3.2
23	O=C(O)c1cc2n(n1)CCN(Cc1ccccc1Cl)C2=O	3.0	0.993	0.875	12.5	-0.5	-2.7	-10.0	-2.1	0.7
24	COc1cc(NC(=O)c2cc3c(Cl)nc4ccccc4c3s2)cc(OC)c1OC	-0.5	0.945	0.887	11.3	-13.9	-1.0	0.1	-10.1	5.5
25	CCOc1c(Br)cc(CNC2CCCCCCC2)cc1OC	-8.3	1.21	1.07	-6.9	10.7	-5.2	-4.3	-5.6	-20.8
26	CC(=O)c1ccc(N2CCN(C(=O)c3nn(Cc4ccccc4)c(=O)c4ccccc34)CC2)cc1	-5.2	1.11	0.873	12.7	-1.5	-1.3	1.2	-4.3	-10.9
27	CCCCN(C(=O)C1CCCO1)c1c(N)n(CCC)c(=O)[nH]c1=O (stereo not given)	-1.7	0.97	1.08	-7.6	1.0	-4.1	-4.2	-4.2	3.0
28	O=C(Cn1nnc(-c2ccc([N+](=O)[O-])cc2)n1)NNC(=O)c1ccccc1	-2.5	0.997	1.21	-21.0	-0.8	-2.4	5.9	-5.4	0.3
29	Cc1ccc2[nH]cc(C(=O)CN3CCOCC3)c2c1	-3.2	1.02	1.04	-3.8	-0.9	-5.2	0.6	-6.2	-2.0
30	Cc1ccc(C(=O)NCCc2ccncc2)cc1	-2.9	0.95	1.01	-1.5	-1.8	-4.0	-5.2	-6.1	5.0
31	CCOC(=O)c1nn(-c2ccc(Cl)cc2)c2nc(-c3ccc(C)cc3)c(C#N)c(=O)n12	-3.3	0.964	0.842	15.8	1.8	-5.1	-9.8	-8.0	3.6
32	COc1ccc(C2=CC(c3ccc(F)cc3)n3nnnc3N2)cc1 (stereo not given)	-1.0	0.967	1.03	-3.4	1.6	-4.4	-2.0	2.4	3.3
33	COc1cc(CN(CC(C)C)S(=O)(=O)c2ccccc2Br)cc(OC)c1	0.7	1.08	/	/	-0.4	/	-2.6	-0.4	-8.1
34	CCCCN1CNC(=S)N(Cc2ccccc2)C1	-0.8	0.996	1.03	-2.6	-1.0	-2.2	-8.3	-2.2	0.4
35	O=c1[nH]c2ccc(NS(=O)(=O)c3ccc(Cl)cc3)cc2[nH]1	-2.3	0.882	0.997	0.3	-0.9	0.0	-12.8	-1.8	11.8
36	Cc1cc(NC(=O)CSc2nnc(-c3ccco3)o2)no1	-1.5	0.933	1.29	-28.8	-0.2	-0.6	-2.3	-4.5	6.7
37	O=C1c2ccccc2C(=O)N1CC(O)COc1ccc(Br)cc1 (stereo not given)	-3.5	0.922	1.08	-8.4	1.9	-0.3	-1.4	-5.4	7.8
38	CC(C)(C)NCc1cc(Br)ccc1OCc1cccs1	2.5	0.645	1.15	-15.2	1.2	0.0	-7.3	0.1	35.5
39	COc1ccc(OC)c(S(=O)(=O)n2c([N+](=O)[O-])cnc2C)c1	-1.2	1.05	0.811	18.9	-0.7	-1.6	5.8	-8.4	-4.7
40	CCc1ccc(CNC(=O)C2CCN(S(=O)(=O)N3CC(C)CC(C)C3)CC2)cc1 (stereo not given)	0.4	1.15	1.21	-20.7	-0.5	-3.1	0.7	1.6	-15.0
41	O=C(OCc1cc(=O)n2ccsc2n1)C1(c2ccc(Cl)cc2)CC1	1.7	1.09	0.965	3.5	-0.7	0.8	15.8	-6.8	-9.0
42	CCN1CCN(c2cc3c(cc2F)c(=O)c(C(=O)O)cn3C2CC2)CC1	-2.3	1.04	1.08	-8.3	2.0	1.2	-2.6	-8.4	-3.7
43	CCOc1ccc(NC(=O)Nc2ccc3c(c2)CCC3)cc1	-0.8	1.18	0.921	7.9	1.4	-2.4	-6.3	-1.8	-17.8
44	C=CCN(c1ccccc1)S(=O)(=O)c1cccc(C(=O)Oc2ccc3c(C)cc(=O)oc3c2)c1	1.2	0.853	0.99	1.0	4.3	0.0	-0.9	-6.1	14.7
45	Cc1ccc2c(c1)-n1c(nc3cc(C)ccc3c1=O)C(Cc1ccccc1)NC2=O (stereo not given)	-6.5	0.979	0.916	8.4	/	-0.9	/	-9.0	2.1
46	C[C@@H]1CC=C[C@H]2[C@H]1C(=O)N(Cc1ccccc1)[C@H]2c1ccc(/C=C/c2ccccc2)cc1F	0.9	0.896	0.84	16.0	1.7	-8.8	-12.2	-3.2	10.4
47	CCOC(=O)CCCC(=O)N1CCOCCOCCN(C(=O)CCCC(=O)OCC)CCOCCOCC1	2.7	0.982	1.15	-15.3	-0.9	3.0	4.2	-4.0	1.8
48	COc1cc(C(=O)OCC(C)=O)cc(NC(=O)c2ccco2)c1OC	-2.5	1.01	1.03	-3.2	-1.4	1.6	-5.3	-4.5	-0.8
49	CCCC(=O)NCCCc1nc2ccccc2n1C	-0.3	0.907	0.909	9.1	-0.1	1.2	1.9	2.1	9.3
50	CC(C)(C)NC(=O)c1cccc2c1C(=O)c1ccccc1-2	-0.6	0.914	0.812	18.8	1.4	-0.1	-6.0	-10.2	8.6
51	O=S(=O)(NCc1ccccc1)c1ccc(S(=O)(=O)N2CCCC2)cc1	1.7	1	1.2	-20.2	0.0	-1.5	0.9	-0.4	-0.3
52	OC(CN1CCNCC1)Cn1c2ccccc2c2ccccc21 (stereo not given)	1.9	0.941	0.968	3.2	1.4	-0.2	-4.5	2.3	5.9
53	O=C(COC(=O)c1cc(F)cc(F)c1)Nc1cccnc1Cl	5.5	1.08	1.01	-1.2	-2.3	-1.5	-1.4	-7.6	-8.2
54	COc1ccc(NC(C)=O)cc1S(=O)(=O)NC(Cc1ccccc1)C(=O)O (stereo not given)	3.4	1.1	1.07	-6.9	-0.2	-0.7	2.7	-4.7	-9.7
55	Cc1cccc(NC(=S)NC(=O)Cc2ccccc2)c1C	-4.9	0.91	1.21	-21.2	0.2	-4.0	-1.7	-5.8	9.0
56	O=C(CO/N=C/c1cccc([N+](=O)[O-])c1)Nc1ccc2ccccc2c1	-2.8	0.954	0.897	10.3	0.4	-1.4	8.3	-2.7	4.6
